Compound activity (PubChem)
IL1B secr inh – qHTS for Inhibitors of Inflammasome Signaling: IL-1-beta AlphaLISA Primary Screen | THP-1 LPS/ATP IL-1B secretion, AlphaLISA, 16 h; active compounds read low | activity change, % at 57.5 µM | hit rate 4.7% among 360,000 | AID 743279, 2014; in the data active = activity change below about -50%; inconclusive = mostly about -30% to -49%; also: % is scaled to controls: 0 for no effect and ±100 for the full control effect
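Secreted IL-1B measured by AlphaLISA bead assay after 16 h compound exposure of THP-1 cells; compounds (final up to 57.5 uM) added 1 h before LPS (250 ng/mL) and ATP (1.25 mM) stimulation; lower signal means less secretion.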
S2 tox – Viability Counterscreen for Primary qHTS for Inhibitors of ATXN expression. S2 cells (HEK-293 line with an ATXN2-luciferase reporter) viability, CellTiter-Fluor protease fluorescence, 24 h. hit rate 0.49% among 400,000. Potency, µM (titrated, usually from 56.7 µM), actives largely listed as cytotoxic; also: potency is read from the fitted curve at half-maximal effect; nearly all actives have a fitted effect of over 40% in size
HepG2 tox – qHTS for Inhibitors of TGF-b: Cytotox Counterscreen | HepG2 CAGA-GFP viability, ATP luminescence, 18 h | Potency, µM (doses to about 46.1 µM), for the others: top-dose activity change, negative = cytotoxicity, hits mostly cytotoxic | hit rate 0.76% among 410,000 | AID 588856, 2011; also: potency is read from the fitted curve at half-maximal effect; some results filed as inactive show a strong effect at the top dose
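HepG2 CAGA-GFP cells (1000/well, DMEM with 1% FBS) received compound, then TGF-beta at 500 pg/mL final, and were incubated 18 hours at 37 degrees C. Viability was read by CellTiter-Glo luminescence. Media-only wells were set as complete cell-killing and DMSO as no toxicity.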
HT1080-NT tox – qHTS for induction of synthetic lethality in tumor cells producing 2HG: qHTS for the HT-1080-NT fibrosarcoma cell line | HT-1080-NT fibrosarcoma viability, CellTiter-Glo ATP luminescence, 48 h | Potency, µM (highest dose often 46.1 µM), for inactives: at the top dose activity, negative = less viability, actives largely listed as cytotoxic | AID 686970, 2013 | hit rate 1.6% among 360,000;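 also: NT is the 2HG producing partner of a matched IDH1 knockdown line; potency is read from the fitted curve at half-maximal effect; 0% = DMSO-treated cells and -100% = media-only wells without cells; nearly all actives have a fitted effect of over 55% in size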
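Viability of the 2HG-overproducing fibrosarcoma line after 48 hours of compound exposure at 37 degrees C was determined by luminescence with CellTiter-Glo, and concentration-effect curves were then fitted and categorized.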
KB-3-1 tox – qHTS assay for MDR1-selective chemotherapeutics: Primary screen using the parental adenocarcinoma cell KB-3-1. KB-3-1 viability, CellTiter-Glo ATP luminescence, 72 h. Potency, µM (highest dose often 46.1 µM), inactives show top-dose activity change, negative = cytotoxic, actives largely listed as cytotoxic. hit rate 1.4% among 400,000. AID 1347075, 2019; also: potency is read from the fitted curve at half-maximal effect; % is scaled to controls: 0 for no effect and ±100 for the full control effect; nearly all actives have a fitted effect of over 60% in size
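Multi-concentration cytotoxicity screen in KB-3-1 cells grown in DMEM lacking phenol red with 10% FBS. After 72 h at 37 °C with compound, ATP-dependent luminescence was recorded.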
MCF10A rerep – A quantitative high throughput screen for small molecules that induce DNA re-replication in MCF 10a normal breast cells | MCF 10A DNA re-replication, Hoechst nuclear intensity, 48 h | Potency, µM (doses to about 46.1 µM), without a hit: at the highest dose activity, positive = re-replication, actives largely listed as activators | hit rate 2.9% among 350,000 | AID 624296, 2012; also: potency is read from the fitted curve at half-maximal effect; % of control where 0% means no effect; nearly all actives have a fitted effect of over 50% in size
SW480 rerep – A quantitative high throughput screen for small molecules that induce DNA re-replication in SW480 colon adenocarcinoma cells. SW480 DNA re-replication, Hoechst DNA content imaging, 48 h. Potency, µM (highest dose often 46.1 µM), inactives show at the top dose re-replication activation, usual class: activators. hit rate 1.8% among 340,000; also: potency is read from the fitted curve at half-maximal effect; % of control where 0% means no effect; nearly all actives have a fitted effect of over 55% in size
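DNA re-replication was detected as more nuclei of elevated Hoechst intensity after 48 hr exposure to compound (23 nL pinned per well of 250 cells).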
HT1080 IDH1KD tx – qHTS for induction of synthetic lethality in tumor cells producing 2HG: qHTS for the HT-1080-IDH1KD cell line; HT-1080 IDH1 knockdown viability, ATP luminescence, 48 h; Potency, µM (doses to about 46.1 µM), for the others: at the highest dose activity, negative = toxicity, actives largely listed as cytotoxic; hit rate 2% among 360,000; AID 686971, 2013;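 also: potency is read from the fitted curve at half-maximal effect; 0% = DMSO wells and -100% = cell-free medium wells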
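After a 2 h attachment period, IDH1KD HT-1080 cells took pin-transferred compound for 48 h at 37 °C; ATP-based luminescence after 10 min room-temperature reagent incubation reported viability.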
ATXN2 expr inh – Primary qHTS for Inhibitors of ATXN expression | HEK-293 ATXN2-luciferase reporter, luminescence, 24 h | hit rate 0.72% among 360,000 | AID 1745845, 2022 | Potency, µM (doses to about 57 µM), without a hit: at the top dose activity change, negative = inhibition, usual class: inhibitors; also: potency is read from the fitted curve at half-maximal effect; % is scaled to controls: 0 for no effect and ±100 for the full control effect; nearly all actives have a fitted effect of over 55% in size
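qHTS (up to 57 uM final) was run with 24 h compound exposure of reporter cells at 37 °C. Each well was multiplexed: SteadyGlo luminescence measured ATXN2-luciferase expression after a fluorogenic Gly-Phe-AFC viability readout (25 uM final).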
The depositor's hits bear a star; i = inactive; ? = inconclusive; nt = no result given; & = joins results of further samples; [ ] = another dose, or the depositor's remark. Unless noted, calls follow the shape of the dose curve; as a rule, active = well fitted curve in the direction sought with a large enough effect; inconclusive = small, poorly fitted or top-dose-only effect, or another doubt; inactive = no such curve, though single readings can be large; an effect the other way counts as inactive or inconclusive.

Start of the listing, in advance, 3 compounds:
SMILES	SW480 rerep	ATXN2 expr inh	HepG2 tox	S2 tox	IL1B secr inh	KB-3-1 tox	MCF10A rerep	HT1080-NT tox	HT1080 IDH1KD tx
COc1cccc(CNC(=O)Cn2c(=O)ccc3cc(S(=O)(=O)N4CCC(C)CC4)ccc32)c1	nt	-10.7%	-22.6%	i	nt	1.1%	nt	nt	nt
COc1ccc2c(c1OC)C(=O)N(c1cccc(C)c1)C2	-14.9%	24.1%	-31.9%	i	-8.5	-19.6%	14.5%	3.2%	2.5%
CCOc1ccc(NC(=O)N(CC(C)C)CC(C)C)cc1	-19.0%	-3.6%	-11.0%	i	11.7	-1.4%	22.9%	-2.3%	-6.0%

This part in full, previewed entries included:
SMILES	SW480 rerep	ATXN2 expr inh	HepG2 tox	S2 tox	IL1B secr inh	KB-3-1 tox	MCF10A rerep	HT1080-NT tox	HT1080 IDH1KD tx
COc1cccc(CNC(=O)Cn2c(=O)ccc3cc(S(=O)(=O)N4CCC(C)CC4)ccc32)c1	nt	-10.7%	-22.6%	i	nt	1.1%	nt	nt	nt
COc1ccc2c(c1OC)C(=O)N(c1cccc(C)c1)C2	-14.9%	24.1%	-31.9%	i	-8.5	-19.6%	14.5%	3.2%	2.5%
CCOc1ccc(NC(=O)N(CC(C)C)CC(C)C)cc1	-19.0%	-3.6%	-11.0%	i	11.7	-1.4%	22.9%	-2.3%	-6.0%
Cc1ccc(CNC(=O)CSc2ncn[nH]2)cc1	4.3%	5.7%	-24.3%	i	24.4	-16.8%	4.2%	-16.9%	1.2%
Nc1nonc1-n1nnc(C(=O)N/N=C\c2cccc(Cl)c2)c1CN1CCOCC1	?	1.7%	-2.8%	i	27.8	-3.2%	-4.3%	-1.4%	-13.4%
CCOc1cc(S(=O)(=O)N2CC=C(c3ccc(F)cc3)CC2)c(OCC)cc1-n1cnnn1	-5.6%	-13.7%	2.4%	i	39.6	?	-0.1%	-2.8%	-40.7%[9.24 µM]
COc1cccc(C(=O)CSc2nc3ccccc3n2CC(=O)N(C(C)C)C(C)C)c1	-1.8%	2.4%	1.8%	i	10.7	13.2%	-1.1%	3.0%	8.1%
CCN1CCCC1Cn1cnc2c([nH]c3ccc(Cl)cc32)c1=O (configuration not stated)	-0.3%	-1.0%	-2.4%	i	-26.7	6.0%	?	-28.7%	-24.2%

Remaining list, next part
SMILES	SW480 rerep	ATXN2 expr inh	HepG2 tox	S2 tox	IL1B secr inh	KB-3-1 tox	MCF10A rerep	HT1080-NT tox	HT1080 IDH1KD tx
NC(=S)N=Nc1ccc(O)cc1	1.6%	-19.5%	-5.9%	?	0.0	0.1%	3.0%	-2.0%	-0.2%
COc1ccc(NC(=O)c2coc(=O)c3ccccc23)cc1OC	nt	-8.7%	6.7%	i	nt	0.9%	nt	nt	nt
Cc1nc2ccccc2c(=O)n1/N=C/c1ccc(F)cc1	-3.8%	22.9%	3.2%	i	-18.2	?	2.2%	11.2%	?
CC1CCCN(S(=O)(=O)c2ccc(NC(=O)C3CCN(C(=O)C(C)(C)C)CC3)cc2)C1 (configuration not stated)	-1.6%	nt	-20.1%	i	6.5	-6.4%	0.2%	-0.8%	-1.4%
CS(=O)(=O)c1ccc(C(=O)CN2C(=O)NC3(CCCc4ccccc43)C2=O)cc1 (configuration not stated)	30.3%	10.8%	-2.5%	i	18.3	0.8%	-1.2%	-0.3%[9.24 µM]	-3.1%
CCC1OC(C(C)C)Cc2[nH][nH]c(=O)c21 (configuration not stated)	nt	11.0%	nt	i	1.7	-26.9%	nt	20.0%	16.1%
CC(C)c1ccc(-n2c(-c3ccccc3)c[n+]3c2CCc2ccccc2-3)cc1	-0.2%	?	-21.9%	?	-114.1*	2.59µM*	?	8.2µM*	7.31µM*
Cn1c(=O)c2c(nc(NCCOc3ccc(F)cc3)n2C)n(C)c1=O	-2.3%	-3.1%	17.1%	i	34.7	-2.4%	-1.5%	0.1%	5.3%

Additional entries
SMILES	SW480 rerep	ATXN2 expr inh	HepG2 tox	S2 tox	IL1B secr inh	KB-3-1 tox	MCF10A rerep	HT1080-NT tox	HT1080 IDH1KD tx
CCOC(=O)c1c(N2C(=O)CC(Sc3ccccc3C(=O)O)C2=O)sc(C)c1C (configuration not stated)	12.2%	20.4%	5.0%	i	-10.8	16.8%	?	-0.1%	-3.6%
CC(C)(C)OC(=O)NCCc1nnc(S(=O)(=O)Cc2ccc(Cl)cc2Cl)o1	?	?	14.1µM*	nt	-117.8*	0.0%	7.31µM*	18.4µM*	16.4µM*
CCCCCc1ccc(-c2cn(CN3C(=O)c4ccccc4C3=O)nn2)cc1	28.7%	-1.6%	-23.1%&2.1%	i	44.6	-5.0%&11.4%	-2.9%	11.1%	5.5%
COc1cc(C(=O)NCCC(=O)NC2CCCc3ccccc32)cc(OC)c1OC (configuration not stated)	1.2%	-3.2%	-7.1%	i	25.8	10.2%	13.4%	4.0%	-6.8%
Fc1ccc(CN2CCSCC2)cc1Br	-8.8%	-2.9%	7.0%	i	-19.9	0.4%	-6.9%	13.1%	18.5%
COc1ccc([C@H]2CC(=O)C[C@@H](CCn3cc(-c4ccccc4)nn3)O2)cc1	nt	-8.6%	nt	i	79.7	2.9%	nt	9.0%	14.4%
CC1=C(C(=O)Nc2ccccc2C)C(c2ccco2)n2ncnc2N1 (configuration not stated)	nt	?	-27.0%	i	nt	16.9%	nt	nt	nt
COc1cc(NC(=O)Cc2ccccc2)nc(OC)n1	-1.9%	-0.8%	12.5%	i	36.4	16.1%	-3.0%	2.1%	0.5%

The list continues.
SMILES	SW480 rerep	ATXN2 expr inh	HepG2 tox	S2 tox	IL1B secr inh	KB-3-1 tox	MCF10A rerep	HT1080-NT tox	HT1080 IDH1KD tx
O=S(=O)(NCc1nnnn1-c1ccc(F)cc1)c1ccc(F)cc1	nt	nt	4.3%	i	16.8	3.7%	nt	-2.1%	2.2%
CC(=O)C1=CCC(c2ccc(Br)cc2)N(S(=O)(=O)c2ccc(C)cc2)C1 (configuration not stated)	nt	?	-13.0%	nt	-52.0*	0.0%	nt	?	?
CC1CCCCC1NC(=O)CN1C(=O)NC(C)(c2ccc(OC(F)F)cc2)C1=O (configuration not stated)	-5.3%	-10.3%	-17.8%	i	31.4	-11.5%	1.7%	-7.5%	-0.8%
O=C(CSc1nnc(-c2ccc(F)cc2)o1)NC1CCCC1	-4.9%	6.6%	-3.4%	i	17.0	-24.8%	5.4%	7.0%	5.6%
O=C(Cc1sc(Nc2ccccc2)nc1-c1ccccc1)NCc1ccccc1	?	-3.2%	-21.0%	i	-68.4*	16.4µM*	?	?	?
COc1ccccc1CNC(=O)CN1C(=O)NC(Cc2ccccc2)(c2ccccc2)C1=O (configuration not stated)	4.1%	-7.8%	-20.3%	i	?	-1.2%	0.6%	-0.4%	-7.3%
Cc1cc(=O)[nH]c2[nH][nH]c(=O)c12	-3.6%	5.6%	-5.1%	i	4.9	-2.5%	-0.4%	17.6%	11.7%
Cc1cccc(C)c1-n1c(C)cc(/C=C2\C(=O)NN(c3ccccc3)C2=O)c1C	?	7.2%	0.0%	?	-19.7	-1.8%	?	-0.4%	-8.3%

Later entries.
SMILES	SW480 rerep	ATXN2 expr inh	HepG2 tox	S2 tox	IL1B secr inh	KB-3-1 tox	MCF10A rerep	HT1080-NT tox	HT1080 IDH1KD tx
O=C(CCc1ccc(S(=O)(=O)NC2CCCCC2)cc1)NCc1ccccc1	-2.1%	-20.7%	-21.7%	i	0.0	-1.2%	0.9%	-6.2%	-2.7%
S=C(NCc1cccnc1)Nc1cccc(Cl)c1	1.2%[9.22 µM]	0.2%	-14.7%	i	20.2	-1.2%	6.2%	-2.8%	-2.0%
CCCCN(C=O)c1c(CC)nc2c(OCc3ccccc3C)cccn12	nt	-27.5%	-11.2%	i	6.0	0.0%	nt	13.5%	-17.7%
CCn1cc(CN2CCN(CCC(C)C)C(CCO)C2)c2ccccc21 (configuration not stated)	11.1%	nt	11.2µM*	i	5.2	-2.1%	-5.9%	-2.9%	-0.6%
COC(=O)c1sccc1NC(=O)C1C2C=CC(C2)C1C(=O)O (configuration not stated)	-3.1%	0.6%	0.0%	i	47.9	14.0%	-2.4%	8.5%	5.9%
COc1ccc(Cc2nnc(CCc3ccccc3)s2)cc1	-8.9%	nt	-25.2%	i	-8.4	1.6%	2.6%	-0.3%	-0.5%
Cc1nc2scc(C)n2c(=O)c1S(=O)(=O)N1CCN(c2cccc(C(F)(F)F)c2)CC1	-0.3%	?	-15.6%&-36.4%	i	18.1	2.3%&-0.4%	11.5%	-20.3%	-3.3%
CC(=O)N1CCCc2cc(S(=O)(=O)N(C)CC(=O)Nc3cccc(C)c3C)ccc21	nt	-13.3%	-10.8%	i	nt	-16.9%	nt	nt	nt

More compounds follow:
SMILES	SW480 rerep	ATXN2 expr inh	HepG2 tox	S2 tox	IL1B secr inh	KB-3-1 tox	MCF10A rerep	HT1080-NT tox	HT1080 IDH1KD tx
Cc1ccccc1NC(=O)C(C#N)Cc1cccnc1 (configuration not stated)	-3.3%	-0.7%	-4.1%	i	12.8	1.4%	-1.7%	6.1%	4.6%
COc1cc(-c2c(CCO)sc3ccccc23)cc(OC)c1OC	nt	-14.5%	nt	i	129.7	?	nt	?	?
C/C=C/c1ccc(OCC(=O)O)c(OC)c1	3.7%	0.9%	2.5%	i	16.2	7.6%	-1.7%	-26.9%	11.8%
CC1(C(=O)NS(=O)(=O)c2ccccc2)CCN1C(=O)CC1CCCCC1 (configuration not stated)	nt	2.8%	-15.7%	i	19.5	0.0%	nt	13.5%	27.7%

Rows are unselected; any-hit rate near 8.9%.
